# Source: PubChem
# TrxR1 substrate: qHTS Assay for Substrates of Mammalian Selenoprotein Thioredoxin Reductase 1 (TrxR1): qHTS; Thioredoxin reductase 1, cytoplasmic (Rattus norvegicus), O89049; purified TrxR1 substrate turnover, NADPH consumption readout; Potency, µM (doses to about 114 µM), for inactives: at the top dose activity change, negative = substrate turnover; 390,000 compounds, 0.01% hits; AID 588456, 2011; further: potency means the concentration at half of the fitted maximal effect; on the % scale 0 is the no-effect control and ±100 the full control effect; nearly all actives have a fitted effect of over 50% in size
#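 Rat TrxR1, dispensed at 90 nM, was prereduced with 400 uM NADPH (final) for 5 min at ~22 deg C, then incubated with compound 15 min before 400 uM selenite. A first-read NADPH fluorescence drop versus no-compound background flagged substrates.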
# LDHA inh: qHTS assay for inhibitors of human lactate dehydrogenase. L-lactate dehydrogenase A chain (Homo sapiens), P00338. purified LDHA, NADH/diaphorase-resazurin fluorescence; active compounds read low. activity change, % (values are at about 110 or 230 µM). 480,000 compounds, 0.15% hits; in the data active means activity change below about -30%; inconclusive means mostly about -25% to -30%;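 further: plate controls were DMSO wells for no effect and wells without enzyme for full effect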
#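 Enzyme activity of human lactate dehydrogenase 5 (2 nM; 0.06 mM NADH, 0.2 mM pyruvate, 5 min, RT) is measured via a resazurin/diaphorase fluorescence readout of residual NADH.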
# USP1-UAF1 inh: Inhibitors of USP1/UAF1: Primary Screen. Ubiquitin carboxyl-terminal hydrolase 1 (Homo sapiens), O94782. recombinant USP1/UAF1, Ub-Rhodamine cleavage fluorescence. Potency, µM (titrated, usually from 57.1 µM), for the others: top-dose activity change, negative = inhibition, actives largely listed as inhibitors. 390,000 compounds, 0.23% hits. AID 743255, 2014; further: potency means the concentration at half of the fitted maximal effect; on the % scale 0 is the no-effect control and ±100 the full control effect; nearly all actives have a fitted effect of over 60% in size; inactives centre near -12
# Target sequence (O94782 whole entry, looked up): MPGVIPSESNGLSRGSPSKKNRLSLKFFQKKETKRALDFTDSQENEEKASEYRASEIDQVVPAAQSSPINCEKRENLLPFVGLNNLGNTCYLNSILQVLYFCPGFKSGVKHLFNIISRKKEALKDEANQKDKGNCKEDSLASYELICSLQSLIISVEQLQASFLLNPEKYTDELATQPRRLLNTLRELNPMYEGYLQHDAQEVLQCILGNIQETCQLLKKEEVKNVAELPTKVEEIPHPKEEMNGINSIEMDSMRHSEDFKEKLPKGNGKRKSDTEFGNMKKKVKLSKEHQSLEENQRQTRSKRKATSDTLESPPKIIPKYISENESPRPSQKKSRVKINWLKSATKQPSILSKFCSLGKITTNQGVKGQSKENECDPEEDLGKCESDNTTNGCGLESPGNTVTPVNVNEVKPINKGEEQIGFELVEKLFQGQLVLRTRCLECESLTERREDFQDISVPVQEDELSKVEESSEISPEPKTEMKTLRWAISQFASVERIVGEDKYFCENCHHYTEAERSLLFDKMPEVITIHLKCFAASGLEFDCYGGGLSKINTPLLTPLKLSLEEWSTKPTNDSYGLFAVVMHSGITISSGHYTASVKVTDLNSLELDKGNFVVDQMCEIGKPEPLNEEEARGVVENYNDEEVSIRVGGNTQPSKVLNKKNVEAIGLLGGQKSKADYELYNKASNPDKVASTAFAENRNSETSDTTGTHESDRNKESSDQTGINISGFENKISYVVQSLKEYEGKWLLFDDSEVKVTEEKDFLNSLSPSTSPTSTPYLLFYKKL
#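 USP1/UAF1 complex (1 nM) preincubated 15 min at room temperature with compound, then Ub-Rho substrate (150 nM final) added. Kinetic fluorescence at 480/540 nm over 6 reads at 60 s intervals; 50 mM HEPES pH 7.8, 0.5 mM EDTA, 0.1 mg/ml BSA, 1 mM TCEP, 0.01% Tween-20.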
# RGS4 inhibitor: Inhibitors of Regulator of G Protein Signaling (RGS) 4: qHTS. Transcreener GDP fluorescence polarization, RGS4-accelerated GTP hydrolysis. Potency, µM (series often up to 114 µM), for inactives: at the highest dose activity change, negative = inhibition, most hits filed as inhibitors. Regulator of G-protein signaling 4 (Homo sapiens), P49798. 390,000 compounds, 0.039% hits; further: potency means the concentration at half of the fitted maximal effect; on the % scale 0 is the no-effect control and ±100 the full control effect; nearly all actives have a fitted effect of over 75% in size; some results filed as inactive show a strong effect at the top dose
# Target sequence (P49798 whole entry, looked up): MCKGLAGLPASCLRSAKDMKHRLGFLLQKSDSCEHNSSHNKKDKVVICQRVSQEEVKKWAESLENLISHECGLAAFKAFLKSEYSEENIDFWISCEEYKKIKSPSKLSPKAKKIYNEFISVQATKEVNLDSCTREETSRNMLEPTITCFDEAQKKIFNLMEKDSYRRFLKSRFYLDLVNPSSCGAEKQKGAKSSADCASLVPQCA
#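 MLSMR compounds (23 nl, pin-transferred) preincubated 10 min at room temperature with a 500nM (2x) first reagent, then RGS4 at 900nM (2x) plus Transcreener GDP mix added; fluorescence polarization (620/688 nm) read before and after 90 min at 30 °C.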
# TrxR1 inh: qHTS Assay for Inhibitors of Mammalian Selenoprotein Thioredoxin Reductase 1 (TrxR1): qHTS; Thioredoxin reductase 1, cytoplasmic (Rattus norvegicus), O89049; recombinant rTrxR1, NADPH fluorescence consumption, selenite substrate; Potency, µM (titrated, usually from 114 µM), without a hit: top-dose activity change, negative = inhibition, hits mostly inhibitors; 390,000 compounds, 1% hits; further: potency means the concentration at half of the fitted maximal effect; on the % scale 0 is the no-effect control and ±100 the full control effect; nearly all actives have a fitted effect of over 65% in size
#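 Rat TrxR1 (90 nM in the dispensed reagent) was pre-reduced with 400 uM NADPH for 5 min at room temperature, then incubated with compound for 15 min. After 400 uM selenite was added, NADPH fluorescence (Ex 340/Em 450 nm) was followed for 8 min.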
# GRP78 ERSR act: qHTS for Inducers of the Endoplasmic Reticulum Stress Response (ERSR) in Human Glioma: qHTS. Potency, µM, without a hit: at the highest dose activation, most hits filed as activators. 420,000 compounds, 0.02% hits. AID 602332, 2012. U87-MG GRP78 promoter luciferase reporter, 16 h; further: potency means the concentration at half of the fitted maximal effect; series mostly up to about 76 µM; % of control where 0% means no effect; nearly all actives have a fitted effect of over 35% in size
#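 ERSR induction read as luciferase luminescence (Bright-Glo, 10 min at room temperature) in stably transfected human U87-MG glioma cells exposed to compounds for 16 h, using GRP78 as sensor.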
# Vif-APOBEC3F blk: qHTS for Inhibitors of Vif-A3F Interactions: qHTS; HeLa A3F-eYFP + Vif (tagged APOBEC3F with the HIV-1 protein that degrades it), YFP fluorescence increase; Potency, µM (doses to about 46.1 µM), without a hit: at the highest dose activity, negative = active; 390,000 compounds, 0.2% hits; further: potency means the concentration at half of the fitted maximal effect; % of control where 0% means no effect; nearly all actives have a fitted effect of over 65% in size
#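 HeLa cells stably expressing A3F-eYFP plus Vif, plated and incubated overnight at 37 deg C, then exposed to compounds overnight at 37 deg C. Blocked degradation read as raised yellow fluorescence (Ex 488/Em 500-530).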
# Vif-APOBEC3G blk: qHTS for Inhibitors of Vif-A3G Interactions: qHTS; HeLa A3G-eYFP + Vif (tagged APOBEC3G with the HIV-1 protein that degrades it), YFP fluorescence, overnight; Potency, µM (doses to about 46.1 µM), for inactives: at the highest dose activity, negative = active, usual class: inhibitors; 410,000 compounds, 0.076% hits; AID 602310, 2012;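 further: potency means the concentration at half of the fitted maximal effect; on the % scale 0 is the no-effect control and ±100 the full control effect; nearly all actives have a fitted effect of over 60% in size; hits raise eYFP signal because A3G escapes Vif-driven loss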
#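 Read-out is eYFP fluorescence (Ex 488/Em 500-530) from Vif-expressing HeLa A3G-eYFP cells; more signal means A3G escaped Vif-mediated degradation. Cells plated overnight, compound pinned in, incubated overnight at 37 deg C.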
# IDH1 R132H inh: qHTS for Inhibitors of mutant isocitrate dehydrogenase 1 (IDH1): qHTS; IDH1-R132H enzyme, NADPH consumption, diaphorase/resazurin fluorescence; Potency, µM (top dose mostly 76.6 µM), without a hit: at the top dose activity change, negative = inhibition, most hits filed as inhibitors; 390,000 compounds, 0.093% hits; AID 602179, 2012; further: potency means the concentration at half of the fitted maximal effect; on the % scale 0 is the no-effect control and ±100 the full control effect; nearly all actives have a fitted effect of over 65% in size
#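 IDH1-R132H (0.5 ug/mL dispensed) in pH 7.5 Tris buffer was preincubated 30 min with compound, then given a substrate mix of 0.016 mM NADPH and 2 mM alpha-KG for 80 min at room temperature; remaining NADPH was read by diaphorase/resazurin fluorescence.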
# An asterisk follows results filed as active; ? = inconclusive; & = joins results of further samples; [ ] = another dose, or the depositor's remark. Unless noted, the call rests on the fitted dose curve; in most records, active means well fitted curve in the direction sought with a large enough effect; inconclusive means small, poorly fitted or top-dose-only effect, or another doubt; inactive means no such curve, though single readings can be large; an effect the other way counts as inactive or inconclusive.
# Values run as follows: RGS4 inhibitor | IDH1 R132H inh | Vif-APOBEC3G blk | TrxR1 inh | USP1-UAF1 inh | GRP78 ERSR act | Vif-APOBEC3F blk | LDHA inh | TrxR1 substrate
Cc1cc(C)c(S(=O)(=O)c2ccccc2C(C)C)c(=O)[nH]1
 : -27% | 3% | 2% | 2%[57.1 µM] | -10% | -4% | 14% | -1 | 9%[57.1 µM]
COc1ccc(CCN2C(=O)CC(NNC(=O)c3ccccc3Br)C2=O)cc1OC (stereo not drawn)
 : -12% | 5% | 0% | -6% | -16% | -2% | 2% | -3 | -2%
CCn1nc(C)c(CNC(=O)c2cc(COc3cncc(Cl)c3)on2)c1C
 : -55%[56.9 µM] | -8% | 5% | -20% | -28% | 0% | 2% | 1 | -10%
CC(C)C(=O)NC(=S)Nc1ccc(S(=O)(=O)NC(C)(C)C)cc1
 : ? | 3% | -1% | -3%[57.1 µM] | -22% | -6% | 5% | -5 | 9%[57.1 µM]
CNc1nc(OCCNC(=O)Nc2ccccc2)nc(N2CCOCC2)n1
 : -12% | 6% | 0% | -1% | -5% | 1% | 4% | -5 | -1%
c1ccc(C2=Nn3c(nnc3-c3cccnc3)SC2)cc1
 : 5% | 4% | -4% | -10% | 3% | -6% | 8% | 5 | -7%
CC(=O)c1ccc(NC(=O)Cn2cc(S(=O)(=O)Cc3ccccc3Cl)c3ccccc32)cc1
 : -1% | -13% | -2% | 8% | -32% | -2% | -15% | -9 | -4%
O=C(COc1ccc(F)cc1)Nc1ccc2c(c1)OCCO2
 : 26% | -11% | -1% | 26% | -9% | -2% | -11% | -5 | 0%
O=C(O)CCCC(=O)N1CCC(C(O)(c2ccccc2)c2ccccc2)CC1
 : 11% | 5% | 0% | 4%[57.1 µM] | ? | -5% | 8% | -8 | 6%[57.1 µM]
CCOc1ccccc1NC(=O)CCNS(=O)(=O)c1cccc2nonc12
 : -9%&12% | 4%&-6% | -6%&2% | -2%&-23% | 0%&-7% | -2%&-3% | -32%&-5% | -3&-2 | -5%&-10%
COC(=O)C1CCN(C(=O)COc2ccc(N(C)S(=O)(=O)c3ccc(C)cc3)cc2)CC1
 : -11% | 0% | 1% | -9% | 1% | 2% | 6% | -2 | -9%
Cc1cccc(N2C(=O)C(Cc3ccccc3)NC2=S)c1 (stereo not drawn)
 : -1% | 9% | 1% | 8%[57.1 µM] | -21% | -4% | 0% | -4 | 9%[57.1 µM]
CCOc1ccc(CCNC(=O)C2CCCN(c3nnc(C)c4c(C)n(-c5ccccc5)nc34)C2)cc1 (stereo not drawn)
 : 2% | -17% | -3% | 8% | -12% | 1% | -26% | -2 | 13%
CCOC(=O)c1[nH]c(C)c(CCC(=O)NCc2ccccc2C)c1C
 : 20% | 10% | -2% | -3%[57.1 µM] | 4% | -4% | -4% | 2 | -8%[57.1 µM]
Cc1c(NC(=O)C(C)SC(=S)N2CCCC2)c(=O)n(-c2ccccc2)n1C (stereo not drawn)
 : 10% | 5% | 2% | 18% | -8% | 2% | 1% | -6 | 1%
COc1ccccc1CCN1CCCC(CN(C)C(=O)CCC(=O)N(C)C)C1 (stereo not drawn)
 : 11% | 16% | 0% | 23% | -16% | 0% | 9% | -4 | 8%
O=C1/C(=C/c2ccncc2)SC(=S)N1N1CCOCC1
 : -47% | 1% | -8% | 22µM* | -25% | -6% | -6% | 5 | -2%
O=C(O)c1ccccc1/C=N/Nc1ccc(S(=O)(=O)N2CCOCC2)cc1[N+](=O)[O-]
 : 7%[56.9 µM] | -7% | 6.3µM* | -5% | ? | 7% | 0% | -4 | -14%
COc1ccc(OCCCC(=O)NCc2ccco2)cc1
 : 1% | 2% | 1% | 12% | 0% | 2% | -1% | 0 | 10%
CCSc1c(-c2ccccc2)nc2c(C)cccc2c1C(=O)O
 : 20% | 6% | -1% | -6%[57.1 µM] | -8% | 4% | -1% | -12 | 10%[57.1 µM]
COC(=O)COc1cccc(NC(=O)c2cccc(C)c2)c1
 : -8% | -12% | -6% | 17% | -23% | 0% | -1% | -3 | 2%
Cc1cccc(Nc2nc(-c3ccc(F)cc3)cs2)n1
 : -19% | 4% | -6% | 16%[57.1 µM] | -10% | 2% | -3% | -3 | 6%[57.1 µM]
CCn1c(C)cc(C(=O)COC(=O)c2ccccc2[N+](=O)[O-])c1C
 : -12% | 7% | -2% | -10% | -18% | -12% | -9% | 2 | -8%
Cc1[nH]cnc1C(=O)N/N=C/c1ccc([N+](=O)[O-])s1
 : 19% | -2% | -16% | ? | -15% | -12% | 7% | -6 | -6%
CSC1=C(C#N)C(c2ccccc2Cl)C(C(C)=O)=C(C)N1 (stereo not drawn)
 : -1% | 15% | 1% | 13%[57.1 µM] | -4% | -3% | -7% | -10 | 5%[57.1 µM]
CCc1ccc(C(=O)Nn2c(C)nc3ccccc3c2=O)cc1
 : -1% | -7% | -4% | 16% | -6% | 5% | -12% | 0 | 1%
Cn1cc(CN2CCC[C@H]2CO)c(-c2cccc(Cl)c2)n1
 : 3% | 3% | 3% | 39%[activator] | -7% | -1% | 3% | -6 | 9%
O=C(NCc1cccs1)C(=O)NCC(c1ccco1)N1CCN(c2ccc(F)cc2)CC1 (stereo not drawn)
 : -18% | 9% | 3% | 12% | -22% | -5% | 1% | 0 | 1%
c1ccc2c(COn3nnc4ccccc43)cccc2c1
 : -2% | 12% | -11% | -16% | -5% | 8% | -2% | -1 | 0%
CCCc1cc(N2CCOCC2)n2nc(C)c(-c3ccccc3)c2n1
 : 38% | -2% | 1% | 5% | 0% | 2% | 0% | 1 | -2%

# Profiles as entered above. Values in the order: RGS4 inhibitor, IDH1 R132H inh, Vif-APOBEC3G blk, TrxR1 inh, USP1-UAF1 inh, GRP78 ERSR act, Vif-APOBEC3F blk, LDHA inh, TrxR1 substrate
# Listed for `Cn1cc(CN2CCC[C@H]2CO)c(-c2cccc(Cl)c2)n1` : 3%, 3%, 3%, 39%[activator], -7%, -1%, 3%, -6, 9%
# Listed for `CCOC(=O)c1[nH]c(C)c(CCC(=O)NCc2ccccc2C)c1C` : 20%, 10%, -2%, -3%[57.1 µM], 4%, -4%, -4%, 2, -8%[57.1 µM]

# Next compounds:
# Values run as follows: RGS4 inhibitor | IDH1 R132H inh | Vif-APOBEC3G blk | TrxR1 inh | USP1-UAF1 inh | GRP78 ERSR act | Vif-APOBEC3F blk | LDHA inh | TrxR1 substrate
CCCN(CCC)Cc1c(C(=O)N/N=C/c2ccc(C)o2)nnn1-c1nonc1N
 : -10% | 5% | -3% | 18% | -13% | -9% | 6% | -4 | 10%
COc1ccc2sc(-c3ccc(N(C)C)cc3)c(C#CC(C)(C)O)c2c1
 : 1% | -12% | 2% | ? | -16% | -4% | -5% | -1 | 197%[activator][57.1 µM]
CN(c1ccccc1)S(=O)(=O)c1cccc(C(=O)NCc2ccccc2CN2CCCC2)c1
 : 1% | 3% | 1% | 8% | -17% | -3% | -1% | -2 | 6%
Oc1ccc(/C=N/Nc2nc(-c3ccc(Cl)cc3)cc(C(F)(F)F)n2)cc1
 : 8% | -10% | -12% | 1% | -7% | -11% | 0% | 2 | -12%
COc1ccc(C(=O)NCCn2cc(SC(C)c3ccccc3)c3ccccc32)cc1OC (stereo not drawn)
 : 1% | -26% | 2% | 28% | -13% | -3% | 1% | -4 | -2%
CN(Cc1ccccc1)C(=O)c1cccc(NC(=O)Cc2ccc(NC(=O)C3CCN(C(=O)C4CCC4)CC3)cc2)c1
 : -14% | -1% | -3% | 12% | ? | 1% | 11% | 2 | 2%
Cn1ncc([N+](=O)[O-])c1C(=O)N/N=C/c1cccc([N+](=O)[O-])c1
 : 0% | 15% | 1% | 11%[57.1 µM] | 1% | -5% | -12% | -5 | 1%[57.1 µM]
COc1cccc(CN2CC(C(=O)NCCCn3ccnc3C)CCC2=O)c1 (stereo not drawn)
 : -5% | 16% | -2% | 28% | -11% | 5% | 0% | -1 | 9%

# Some entries already given, showing only USP1-UAF1 inh, IDH1 R132H inh and TrxR1 substrate:
structure,USP1-UAF1 inh,IDH1 R132H inh,TrxR1 substrate
CCn1nc(C)c(CNC(=O)c2cc(COc3cncc(Cl)c3)on2)c1C,-28%,-8%,-10%
CC(C)C(=O)NC(=S)Nc1ccc(S(=O)(=O)NC(C)(C)C)cc1,-22%,3%,9%[57.1 µM]
CNc1nc(OCCNC(=O)Nc2ccccc2)nc(N2CCOCC2)n1,-5%,6%,-1%
c1ccc(C2=Nn3c(nnc3-c3cccnc3)SC2)cc1,3%,4%,-7%

# A portion of the library (hit frequency here may not be typical).
